Screening data deposited in PubChem by National Center for Advancing Translational Sciences (NCATS).
PI4K2A inh: qHTS for small molecular inhibitors of PI4K2A; Phosphatidylinositol 4-kinase type 2-alpha (Homo sapiens), Q9BTU6; purified PI4K2A, ADP-Glo luminescence, 1 h; active compounds read low; activity change, negative = inhibition, % at 76.9 µM; 420,000 compounds, 0.13% hits; in the data active means activity change below about -50%; inconclusive means mostly about -30% to -49%;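 further: -100% = wells without enzyme as full effect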
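PI4K2A activity was measured by ADP-Glo luminescence: enzyme (4 ug/mL stock) and phosphatidylinositol (1.2 mM stock) in Tris pH 7.5/MgCl2/EGTA/Triton X-100 buffer were reacted with ATP (300 microM stock) for one hour at ambient temperature.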
GLS inhibitor: qHTS for Inhibitors of Glutaminase (GLS) | Glutaminase kidney isoform, mitochondrial (Homo sapiens), O94925 | GLS enzymatic activity, qHTS titration | Potency, µM (series often up to 45.5 µM), without a hit: top-dose activity change, negative = inhibition, hits mostly inhibitors | 410,000 compounds, 0.21% hits; further: potency means the concentration at half of the fitted maximal effect; on the % scale 0 is the no-effect control and ±100 the full control effect
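Two-point fluorescence kinetic (t0, 30 min RT) for hKGA; glutamate detected via glutamate oxidase–HRP–Amplex Red. Substrate: 1 mM L-glutamine solution; buffer 45 mM KH2PO4, pH 8.2.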
JMJD2A Tudor inh: qHTS Assay for Inhibitors of JMJD2A-Tudor Domain | Potency, µM (titrated, usually from 114 µM), inactives show top-dose activity change, negative = inhibition, hits mostly inhibitors | AlphaScreen JMJD2A-Tudor / H3K4me3 peptide binding | AID 504339, 2011 | 390,000 compounds, 4.4% hits | Lysine-specific demethylase 4A (Homo sapiens), O75164; further: potency means the concentration at half of the fitted maximal effect; on the % scale 0 is the no-effect control and ±100 the full control effect; nearly all actives have a fitted effect of over 50% in size
BAZ2B block: qHTS Assay for Inhibitors of BAZ2B. Bromodomain adjacent to zinc finger domain protein 2B (Homo sapiens), Q9UIF8. AlphaScreen BAZ2B-H3K14Ac peptide displacement. Potency, µM (titrated, usually from 114 µM), without a hit: at the top dose activity change, negative = inhibition, most hits filed as inhibitors. 360,000 compounds, 4.4% hits. AID 504333, 2011; further: potency means the concentration at half of the fitted maximal effect; on the % scale 0 is the no-effect control and ±100 the full control effect; nearly all actives have a fitted effect of over 60% in size
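Inhibition is scored as reduced AlphaScreen emission. The BAZ2B/b-H3(5-23)K14Ac complex (50 nM each) in PBS pH 7.4, 0.01% Tween-20 meets compound (up to 110 uM) for 30 min at RT before bead addition.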
PGK inhibitor: qHTS Assay to Find Inhibitors of Phosphoglycerate Kinase | PGK/GAPDH coupled, Kinase-Glo luminescence, 60 min | Potency, µM (titrated, usually from 57.5 µM), without a hit: top-dose activity change, negative = inhibition, hits mostly inhibitors | 380,000 compounds, 0.043% hits; further: potency means the concentration at half of the fitted maximal effect; on the % scale 0 is the no-effect control and ±100 the full control effect; nearly all actives have a fitted effect of over 60% in size
Target sequence (P07378 whole entry, looked up): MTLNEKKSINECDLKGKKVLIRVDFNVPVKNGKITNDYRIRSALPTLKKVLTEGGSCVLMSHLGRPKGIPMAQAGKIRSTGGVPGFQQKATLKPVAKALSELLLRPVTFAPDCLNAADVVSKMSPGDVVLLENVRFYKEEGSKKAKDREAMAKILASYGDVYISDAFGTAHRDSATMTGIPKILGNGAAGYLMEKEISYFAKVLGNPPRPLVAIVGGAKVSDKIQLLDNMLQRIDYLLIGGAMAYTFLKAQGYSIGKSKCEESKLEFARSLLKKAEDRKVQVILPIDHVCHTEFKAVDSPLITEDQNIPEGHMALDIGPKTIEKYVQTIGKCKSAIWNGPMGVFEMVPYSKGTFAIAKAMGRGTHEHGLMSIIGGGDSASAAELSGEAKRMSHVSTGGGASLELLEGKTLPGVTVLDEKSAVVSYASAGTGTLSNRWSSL
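Recombinant glycosomal PGK reaction used 1,3-bisphosphoglycerate generated in-well by GAPDH (100nM final) in 100mM TEA pH 7.6, 5mM MgCl2, 0.01% Tween-20. After 60 minutes at room temperature, ATP was read by Kinase-Glo Plus luminescence end-point.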
Pol eta inh: qHTS for Inhibitors of Polymerase Eta; DNA polymerase eta (Homo sapiens), Q9Y253; recombinant Pol eta, fluorescent DNA replication assay; Potency, µM (top dose mostly 114 µM), inactives show top-dose activity change, negative = inhibition, actives largely listed as inhibitors; 390,000 compounds, 1.2% hits; further: potency means the concentration at half of the fitted maximal effect; on the % scale 0 is the no-effect control and ±100 the full control effect
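Fluorescent replication assay: 50 nM final substrate added after a 15 min room-temperature compound preincubation with 10 nM enzyme. Signal taken at 0 min and again at 10 min.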
G9a block: qHTS Assay for Inhibitors of Histone Lysine Methyltransferase G9a. Histone-lysine N-methyltransferase EHMT2 (Homo sapiens), Q96KQ7. G9a H3K9 monomethylation, AlphaScreen, 2 h. Potency, µM (titrated, usually from 102 µM), inactives show at the highest dose activity, negative = inhibition, hits mostly inhibitors. 350,000 compounds, 8.8% hits. AID 504332, 2011; further: potency means the concentration at half of the fitted maximal effect; on the % scale 0 is the no-effect control and ±100 the full control effect; nearly all actives have a fitted effect of over 75% in size
Target sequence (Q96KQ7 913-1193 limits assumed): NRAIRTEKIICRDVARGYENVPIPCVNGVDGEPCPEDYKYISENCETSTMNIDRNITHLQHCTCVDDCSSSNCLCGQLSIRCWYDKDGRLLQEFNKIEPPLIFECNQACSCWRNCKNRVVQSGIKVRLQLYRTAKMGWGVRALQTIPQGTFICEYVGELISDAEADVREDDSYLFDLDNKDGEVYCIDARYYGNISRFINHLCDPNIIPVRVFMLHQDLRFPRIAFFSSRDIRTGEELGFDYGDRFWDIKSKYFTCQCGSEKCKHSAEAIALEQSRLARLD
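AlphaScreen read-out: biotin-H3K9 peptide (500 nM) methylation by 20 nM enzyme with 20 uM SAM, 2 h at room temperature after 15 min compound preincubation; anti-monomethyl H3K9 antibody plus donor/acceptor beads, 10 min dark.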
Pin1 inh: qHTS Assay to Find Inhibitors of Pin1; Peptidyl-prolyl cis-trans isomerase NIMA-interacting 1 (Homo sapiens), Q13526; Pin1 FP peptide displacement, HiFluor488, 10 min; Potency, µM (titrated, usually from 115 µM), for inactives: top-dose activity, negative = inhibition, usual class: inhibitors; 390,000 compounds, 0.009% hits; AID 504891, 2011; active means well fitted inhibition curve with a large enough effect in the polarisation, with a control signal flat, not every such curve was filed as active; inconclusive means small, poorly fitted or top-dose-only effect, or effect the other way, or a change in a side signal; inactive means no such curve, though single readings can be large or run the other way; the % refers to the polarisation; further: potency means the concentration at half of the fitted maximal effect; on the % scale 0 is the no-effect control and ±100 the full control effect
Target sequence (Q13526 whole entry, looked up): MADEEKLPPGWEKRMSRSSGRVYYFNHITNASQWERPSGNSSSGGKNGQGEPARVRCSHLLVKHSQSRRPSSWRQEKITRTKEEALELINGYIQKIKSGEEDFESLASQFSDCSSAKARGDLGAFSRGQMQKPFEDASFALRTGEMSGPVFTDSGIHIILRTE
HP1b binding inh: HTS for Inhibitors of HP1-beta Chromodomain Interactions with Methylated Histone Tails; 390,000 compounds, 0.56% hits; AID 540317, 2011; AlphaScreen HP1-beta / biotin-H3K9me3 peptide binding; Potency, µM (series often up to 114 µM), for inactives: at the top dose activity change, negative = inhibition, most hits filed as inhibitors; Chromobox protein homolog 1 (Homo sapiens), P83916; further: potency means the concentration at half of the fitted maximal effect; nearly all actives have a fitted effect of over 70% in size; inactives centre near 23
Target sequence (P83916 whole entry, looked up): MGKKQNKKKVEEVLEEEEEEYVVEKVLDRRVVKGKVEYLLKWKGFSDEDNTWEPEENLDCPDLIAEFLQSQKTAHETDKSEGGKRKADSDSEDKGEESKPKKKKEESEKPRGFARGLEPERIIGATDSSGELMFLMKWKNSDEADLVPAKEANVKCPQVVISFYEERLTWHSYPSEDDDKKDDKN
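AlphaScreen: HP1-beta (50 nM) preformed 30 min with biotin-H3(1-18)K9me3 peptide (50 nM) in PBS pH 7.4, 0.01% Tween-20. Compound added for 30 min at RT, then streptavidin donor/nickel chelate acceptor beads (10 ug/mL) for 30 min.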
* marks the source's active call; other numbers are inactive results; i = inactive; ? = inconclusive; nt = no result given; [ ] = dose if it differs, or a comment. Unless noted, the call rests on the fitted dose curve; in most records, active means well fitted curve in the direction sought with a large enough effect; inconclusive means small, poorly fitted or top-dose-only effect, or another doubt; inactive means no such curve, though single readings can be large; an effect the other way counts as inactive or inconclusive. The list is partial (hit frequency here may not be typical).

PI4K2A inh | GLS inhibitor | JMJD2A Tudor inh | BAZ2B block | PGK inhibitor | Pol eta inh | G9a block | Pin1 inh | HP1b binding inh | SMILES
-1 | 38%[activator] | ? | nt | -5% | -5% | nt | 6% | ? | CC(C)N1CCN(c2ccc(OCC3COC(Cn4cncn4)(c4ccc(Cl)cc4Cl)O3)cc2)CC1 (stereo not given)
-4 | 1% | -4% | 6% | -5% | -2% | 2%[12.7 µM] | ? | 22% | CC1CCC(NC(=O)CSc2nnc(-c3cccnc3)o2)CC1 (stereo not given)
-3 | 2% | -25% | nt | -2% | -21% | nt | -7% | 15% | CC(C)N(C(=O)[C@H]1CC(CC(=O)NCc2ccco2)C(=O)N2CCc3c([nH]c4ccccc34)[C@]12C)C(C)C (stereo not given in full)
2 | -5% | -18% | 24% | i | -16% | ? | -7% | 56%[activator] | Cc1ccc(N(Cc2cc(=O)[nH]c3ccccc23)C(=O)C(C)C)c(C)c1
-8 | -5% | -29% | -2% | nt | 0% | 28%[0.0925 µM] | 2% | 18% | COc1ccc(-c2csc(N3C(=N)SCC3=O)n2)cc1
1 | -2% | -30% | -4% | -4% | -4% | ? | 4% | 17% | CC(Sc1ccccn1)C(=O)Nc1ccc2c(c1)OCO2 (stereo not given)
-1 | 1% | -7% | -3% | -7% | -6% | 13% | -8% | 45%[activator] | CC1(C)Cc2c(cnn2-c2ccc(F)cc2)C(NC(=O)CCN2CCCCC2=O)C1 (stereo not given)
4 | -1% | 1% | 4% | -6% | -11% | -1%[0.501 µM] | ? | 28% | CCOc1ccccc1C(=O)Nc1nnc(Cc2ccc(OC)c(OC)c2)s1
-2 | 8% | -6% | -1% | -3% | -21% | -6%[59 µM] | -9% | 10% | ON1C2CCCCC2N(O)C1c1ccccc1C(F)(F)F (stereo not given)
0 | 5% | -12% | -13% | -9% | -7% | 86%[activator][59 µM] | 3% | 28% | O=C(N/N=C/c1cccs1)c1ccc2nc[nH]c2c1
-3 | -3% | 3% | -22% | -9% | -12% | 4%[2.33 µM] | -4% | 24% | NS(=O)(=O)c1cccnc1Nc1cccc(Cl)c1
5 | -5% | 2% | -3% | -5% | -12% | -15%[59 µM] | -1% | 25% | CCCN1C(=O)/C(=N\OCC(=O)NCC(F)(F)F)c2ccccc21
7 | 0% | ? | ? | -5% | -5% | ? | 2% | 18% | Cc1cc(NC(=O)c2ccccc2)n(-c2nc3ccccc3[nH]2)n1
0 | 18% | -15% | 4% | 6% | -18% | 11%[59 µM] | 10% | ? | CC(C(=O)Nc1ccccc1-c1ccccc1)N1CCN(S(=O)(=O)c2ccccc2)CC1 (stereo not given)
2 | -12% | 3% | 10% | -2% | 3% | 16%[59 µM] | -1% | 40%[activator] | Cc1ccc(C)c(NC(=O)C(=O)NCc2ccccn2)c1
3 | -1% | -7% | -2% | -1% | -2% | -15% | 3% | 48%[activator] | CC(C)Cc1nnc(NC(=O)C2CCCC2)s1
1 | 3% | -12% | -36% | i | -11% | ? | 6% | 24% | CN(C)CCCNC(=O)C(=O)Nc1ccc2c(c1)N(S(=O)(=O)c1cccs1)CCC2
-6 | -15% | 0% | 11% | i | -13% | 8% | 1% | 34% | C=CCNC(=S)N(CC=C)C1CCS(=O)(=O)C1 (stereo not given)
1 | 1% | -4% | -3% | 10% | -12% | 3%[59 µM] | 3% | 23% | O=C(/C=C/c1ccccc1)N(Cc1cccs1)C1CCS(=O)(=O)C1 (stereo not given)
-6 | -1% | ? | ? | -1% | ? | 50µM* | 1% | ? | Cc1cc(C(=O)COC(=O)c2ccc(Cl)c(S(N)(=O)=O)c2)c(C)n1C1CC1
0 | -2% | 3% | -11% | -10% | -13% | -31% | -1% | 36%[activator] | CC[C@H](C)[C@H](NC(N)=O)C(=O)Nc1ccc(S(=O)(=O)NC(C)C)cc1
1 | 19% | -3% | 7% | 1% | -16% | 24% | 1% | 45%[activator] | Cc1csc2nc(O)c(C(=O)NCCCc3ccccc3)c(=O)n12
-2 | 19% | -20% | -15% | -8% | -23% | 5%[59 µM] | 48%[activator] | 10% | O=C(Nc1ccccc1)C1=C[C@H](c2csc3ccccc23)C[C@H](OCCCCO)O1
1 | -6% | -1% | -21% | -3% | -21% | 46% | 4% | 43%[activator] | CCc1ccc(NC(=O)CCc2nnc3ccc(N4CCCC4)nn23)cc1
5 | -11% | ? | 50µM* | -11% | -8% | 4% | -5% | 2% | Cc1cccc(NC(=O)CSC2=NN3CCCC(=O)N=C3S2)c1C
0 | 0% | -7% | 4% | 0% | -14% | -37% | -2% | 6% | Cc1cc(C)c(OCC(=O)Nc2cc(C(=O)O)cc(C(=O)O)c2)cc1C
-1 | -3% | 1% | 11% | i | -11% | 13% | -2% | 42%[activator] | OC1(c2ccccc2)CNCCc2ccccc21 (stereo not given)
4 | 10% | -6% | 9% | 0% | -7% | 4% | -1% | 37% | CCC(C)NC(=O)C1CN(S(=O)(=O)c2ccccc2)CCN1S(=O)(=O)c1ccccc1 (stereo not given)
2 | -2% | -6% | -3% | -10% | -10% | nt | 7% | 26% | O=C(NCc1ccccc1)NC1CCS(=O)(=O)C1 (stereo not given)
-2 | -5% | -18% | -11% | 7% | -22% | -9%[59 µM] | 24% | 16% | COc1cc2c(cc1NC(=O)COC(=O)[C@@H](NC(=O)c1ccccc1)C(C)C)oc1ccccc12
5 | -8% | 0% | -21% | -8% | -18% | -5% | -1% | 39% | O=C(Nc1cccc2ncccc12)c1ccc(OCc2ccccc2)cc1
16 | 10% | -7% | -10% | -2% | -10% | ? | -2% | 23% | COc1ccccc1-n1c(CNc2ccc(F)cc2)nnc1SCC(=O)Nc1cc(C)on1
-1 | 1% | -6% | 6% | -5% | -9% | -4% | 4% | 29% | COc1ccc(Nc2nnc(C)c3ccccc23)cc1
-6 | 5% | -26% | -21% | -1% | -21% | 9% | 15% | 15% | Cc1cccc(NS(=O)(=O)c2cc(C(=O)NCCC3=CCCCC3)ccc2Cl)c1
5 | -14% | -17% | -28% | -7% | -18% | 9%[59 µM] | -8% | 28% | COc1ccc(NC(=O)CN(Cc2ccccc2)Cc2ccccc2)cc1S(N)(=O)=O
4 | 1% | -4% | nt | 10% | -15% | nt | 0% | 66%[activator] | CSC1=NCCN1C(=O)C(C)(C)Oc1ccc(Cl)cc1
1 | 12% | -11% | 0% | -7% | -15% | 33%[59 µM] | 1% | 37% | CSc1ccccc1NC(=O)CN(C)CC(=O)Nc1ccc(Cl)cc1F
4 | -1% | -20% | -24% | 0% | 3% | ? | 8% | 15% | O=C(Nc1ccc(S(=O)(=O)NC2=NCCCCC2)cc1)c1ccc2ccccc2n1
-2 | 5% | -11% | -16% | 9% | -13% | -29%[59 µM] | 1% | 55%[activator] | CCOc1ccc(NC(=O)CSc2cn(CC(=O)N3CCOCC3)c3ccccc23)cc1
0 | 4% | -20% | -8% | -8% | -13% | 9%[0.501 µM] | 1% | 18% | CN(CC(=O)Nc1ccccc1C(F)(F)F)C(=O)c1ccc(-c2ccc(Cl)cc2)o1
5 | 12% | ? | ? | 4% | -24% | 10%[59 µM] | ? | -20% | Oc1ccc(/C=N/Nc2nc(-c3ccc(Cl)cc3)cc(C(F)(F)F)n2)cc1
4 | -16% | 3% | -1% | -6% | -20% | -4% | -1% | 49%[activator] | O=C(CSC1=NCCS1)Nc1nc(-c2ccccc2)cs1
-3 | 15% | ? | -39% | 3% | -2% | ? | -4% | -4% | Cc1cccc(C2C3=C(CCCC3=O)N=C3c4ccccc4C(=O)C32)c1 (stereo not given)
-7 | 0% | -31% | ? | 0% | 50µM* | ? | 119%[activator] | 10% | COc1ccccc1NC(=O)CCc1nc2sc3c(c2c(=O)[nH]1)CCCC3
-6 | -8% | -7% | -1% | -1% | -13% | 18%[59 µM] | 36%[activator] | 16%[57 µM] | CCc1nnc(NC(=O)CSc2nc3c([nH]c4ccccc43)c(=O)n2-c2ccc(Cl)cc2)s1
-1 | -1% | nt | nt | -9% | -15% | nt | nt | nt | Cc1ccn(CC(=O)NC2CCCN(Cc3ccccc3F)C2)n1 (stereo not given)
0 | 4% | -6% | -2% | -9% | -6% | nt | 2% | 19% | COc1ccc(NC(=O)CSc2nnc(CNC(=O)c3cccs3)o2)c(OC)c1
0 | 1% | -14% | 1% | 3% | -22% | 3%[59 µM] | 5% | 20%[57 µM] | COc1cc(Cl)c(NS(=O)(=O)c2ccc(-c3coc(C)n3)cc2)c(OC)c1
1 | -17% | -12% | 14% | 0% | -11% | 3% | -6% | 10% | Cc1ccc(-c2n[nH]c(=O)c3ccccc23)cc1S(=O)(=O)N(C)CCO
-7 | 2% | -17% | ? | i | -10% | 19% | 0% | 2% | C/C(NCCCn1ccnc1)=C(\C#N)C(N)=O

Just Pol eta inh and PI4K2A inh (2 entries from above):
Structure,Pol eta inh,PI4K2A inh
COc1ccc(NC(=O)CSc2nnc(CNC(=O)c3cccs3)o2)c(OC)c1,-6%,0
COc1cc(Cl)c(NS(=O)(=O)c2ccc(-c3coc(C)n3)cc2)c(OC)c1,-22%,0
